Arrestin-AP2 inh: blocks beta-arrestin peptide binding to AP2 adaptin | 340,000 compounds, 0.31% hits | FITC-arrestin peptide / GST-AP2 beads, flow cytometry; AP2 beta2 appendage carries R879A mutation | inhibition, % at 10 µM;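 active = inhibition above a set limit, near 3 SD of compounds lacking own fluorescence, cut at about 54% in these data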;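 also: plate controls were DMSO wells for no effect and 5 µM unlabelled arrestin peptide for full effect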
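Measured by: flow cytometry, FL1 (488/535 nm); Material: AP2 appendage R879A on GSH beads; Evaluation: percent response; Timing: pre-incubation 12 min, peptide binding 1 h, room temperature; Also added: 50 nM FITC-arrestin peptide; Medium: PBS with 0.05% Tween 20 and 0.1% BSA.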
dFosB activator: enhances mouse delta FosB homodimer DNA binding. P13346. purified delta FosB, TAMRA-CDK5 oligo fluorescence polarization; percent of positive-control signal above neutral wells. activation, % at 25 µM. 340,000 compounds, 0.99% hits. AID 493131;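 active = mean activation above about 17%, with every replicate also reaching it, limit read from the data, passing the limit was not always enough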;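 also: fluorescence polarization rise as delta FosB binds a TAMRA Cdk5 AP-1 oligo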
MITF act: MITF TRPM1 promoter activation in melanoma cells; SK-MEL-5 TRPM1-promoter luciferase, 24 h; % of positive control, neutral wells = 0; 300,000 compounds, 0.75% hits; activation, % at 12.5 µM;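 active = mean activation of at least 80% with every replicate also reaching 80%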;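 also: 0% = neutral control wells and 100% = parthenolide positive control wells; values of inactives mirror those of a sister screen read the other way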
PKA-R2B activ: PKA-R2B complex activation. P22694+P31323. PKA-R2B holoenzyme dissociation, Cy5-IP20 fluorescence polarization; R2B truncated from residue 108, S112A mutant; 0% DMSO only, 100% 113 µM cGMP. activation, % at 11.4 µM. 340,000 compounds, 0.079% hits;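 active = activation above a cutoff set at the mean over all compounds plus 3 SD, cut at about 18% in these data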;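 also: higher means more holoenzyme dissociation and a rise in polarization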
SUMO Mot1 rescue: blocks SUMOylation pathway, rescuing yeast Mot1-301 growth; 320,000 compounds, 1% hits; growth rescue, % at 18.8 µM; S. cerevisiae Mot1-301 growth rescue, ATP luminescence, 38.5C; percent above DMSO median, 100 means doubled;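 active = every valid replicate shows activation above 250% relative to neutral control wells; inactive = the rest, any valid replicate at or below 250%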;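 also: OY570 slx delta 5 strain wells were the positive control but not used for scaling; some compounds called inactive have numbers as strong as hits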
PKA-R1A activ: PKA-R1A complex activation; PKA-R1A dissociation, Cy5-IP20 fluorescence polarization; scaled: DMSO 0%, 113 µM cGMP 100%; activation, % at 11.4 µM; 340,000 compounds, 0.083% hits; AID 504707;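 active = percent activation above the mean of all tested compounds plus 3 SD, cut at about 19% in these data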;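 also: higher means more PKAc released from R1A so a rise in polarization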
SR-BI HDL uptake: inhibitors of mouse SR-BI mediated HDL lipid uptake; Q61009; ldlA[mSR-BI] CHO cells, DiI-HDL uptake fluorescence, 3 h; inhibition, % at 12.5 µM; 320,000 compounds, 0.96% hits; AID 488896;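 active = mean replicate inhibition of at least 70% and a set share of replicates each scoring 70 or more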;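 also: 0% = median of neutral control wells and 100% = median of positive control wells; values of inactives mirror those of a sister screen read the other way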
SR-BI DiI-HDL act: activators of SR-BI mediated HDL lipid uptake; CHO ldlA[mSR-BI] cells, DiI-HDL uptake fluorescence, 3 h; 100 = double the neutral-control signal; activation, % at 12.5 µM; 320,000 compounds, 0.096% hits; AID 504775;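 active = mean replicate activation of at least 60% and every replicate at or above 60%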;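 also: 0% = median plate neutral-control signal and 100% = twice that signal; values of inactives mirror those of a sister screen read the other way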
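Material: SR-BI-overexpressing, LDLR-lacking CHO cells; schedule: compound exposure 3 h, 37 °C; reagent: DiI-labelled HDL at 10 µg/mL final; technique: bottom-read fluorescence, 550/595 nm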
NSD2 inh: blocks human histone methyltransferase NSD2; O96028; NSD2 peptide methylation, AlphaScreen, 120 min; inhibition, % at 12.5 µM; 310,000 compounds, 0.54% hits; in the data active = inhibition above about 50%
CDK5 inh: blocks human CDK5/p35 kinase activity; Q00535+Q15078; Recombinant CDK5/p35, ADP-Glo luminescence, 60 min; inhibition, % at 10 µM; 330,000 compounds, 0.01% hits; AID 488839;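 active = highest replicate inhibition of at least 50% and at least 75% of replicates reaching 50%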;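 also: plate controls were DMSO neutral control for no effect and GW8510 at 10 µM for full effect; many of its hits are not listed in these tables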
DSG3 Ab inh: inhibitors of pemphigus antibody binding to human desmoglein-3; P32926; DSG3-coupled beads, scFv-anti-DSG3-GFP binding, flow cytometry; hits give low values; binding (percent of control), % at 10 µM; 310,000 compounds, 0.48% hits;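 active = binding more than 3 SD below its plate's average and above zero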;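 also: hits lower antibody fragment binding to DSG3; some compounds called inactive have numbers as strong as hits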
Target sequence (P32926 whole entry, looked up, the tested form may be a part): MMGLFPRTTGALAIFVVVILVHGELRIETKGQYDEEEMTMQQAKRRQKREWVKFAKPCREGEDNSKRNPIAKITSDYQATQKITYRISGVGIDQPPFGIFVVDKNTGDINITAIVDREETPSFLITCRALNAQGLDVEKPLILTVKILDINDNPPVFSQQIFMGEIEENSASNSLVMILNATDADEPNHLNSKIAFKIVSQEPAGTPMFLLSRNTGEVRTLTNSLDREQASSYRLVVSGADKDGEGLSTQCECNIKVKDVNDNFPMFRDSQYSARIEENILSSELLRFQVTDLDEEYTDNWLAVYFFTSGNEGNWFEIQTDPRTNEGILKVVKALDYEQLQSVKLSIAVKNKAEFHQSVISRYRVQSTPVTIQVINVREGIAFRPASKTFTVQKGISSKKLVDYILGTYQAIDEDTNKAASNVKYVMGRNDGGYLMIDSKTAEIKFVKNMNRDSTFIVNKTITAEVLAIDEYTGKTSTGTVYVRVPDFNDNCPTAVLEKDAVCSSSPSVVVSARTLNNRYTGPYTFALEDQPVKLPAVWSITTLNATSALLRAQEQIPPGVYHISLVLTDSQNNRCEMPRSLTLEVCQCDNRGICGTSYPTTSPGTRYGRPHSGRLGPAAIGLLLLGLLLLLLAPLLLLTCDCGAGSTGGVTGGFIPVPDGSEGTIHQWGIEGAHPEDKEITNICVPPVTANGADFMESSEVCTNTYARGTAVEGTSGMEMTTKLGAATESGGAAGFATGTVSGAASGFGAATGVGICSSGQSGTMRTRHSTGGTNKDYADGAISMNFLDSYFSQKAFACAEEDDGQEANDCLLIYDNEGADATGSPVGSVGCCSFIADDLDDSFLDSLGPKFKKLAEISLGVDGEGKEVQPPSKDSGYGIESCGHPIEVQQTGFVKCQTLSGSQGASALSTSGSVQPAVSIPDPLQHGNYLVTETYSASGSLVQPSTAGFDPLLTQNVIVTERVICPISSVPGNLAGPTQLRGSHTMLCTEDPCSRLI
Starred values were filed as active, the others as inactive; x = no result given.

SR-BI HDL uptake	SR-BI DiI-HDL act	DSG3 Ab inh	PKA-R2B activ	PKA-R1A activ	compound	Arrestin-AP2 inh	CDK5 inh	dFosB activator	NSD2 inh	SUMO Mot1 rescue	MITF act
-21	21	98	-8	-2	CCOC(=O)C1C(c2cccs2)NC(=O)NC1(O)C(F)(F)F (configuration not stated)	0	1.2	-3	-2	-19	3
-5	5	99	1	-9	CC(C)C(=O)Nc1nnc(Sc2ccc(N(C)C)cc2)s1	26	-1.9	-2	-3	x	2
-22	22	107	-18	-6	CCCCn1c(N)c(N(CC(C)C)C(=O)CC2CCCC2)c(=O)[nH]c1=O	-2	-9.1	-5	-2	-5	6
11	-11	101	-7	-3	Cc1ccccc1CNS(=O)(=O)c1ccc2c(c1)C(C)(C)C(=O)N2C	35	x	-5	-1	121	4
-6	6	85	0	-5	Nc1ncc(-n2cncn2)c(-c2ccccc2)n1	12	-0.3	-3	-2	-4	4
-42	42	96	9	-13	CCOc1ccc(NC(=S)NCCCn2ccnc2)cc1	-4	-2.6	-7	-1	-10	-9
-12	12	96	5	2	O=C(NCc1ccccc1Cl)c1cnc2ccccc2n1	24	-0.8	-2	-4	-17	7
x	x	98	-10	-28	O=C(O)CCN1C(=O)/C(=C\c2cccc(OCC(=O)Nc3ccc(Cl)cc3)c2)SC1=S	3	-0.7	-17	-2	4	-3
6	-6	106	-3	-4	CC(C)OC(=O)c1nnn(-c2nonc2N)c1CN1CCc2ccccc2C1	0	-1.6	2	9	x	3
-10	10	101	-4	-16	COc1cc2cnc(-c3ccccc3)c(C(=O)c3ccc(F)cc3)c2cc1OC	32	-0.1	-17	x	-22	13
9	-9	99	1	4	NS(=O)(=O)c1ccc(-n2cccc2C=O)cc1	-1	-0.8	6	0	3	-4
89*	-89	164	-6	9	CC(O)CN(CC(C)O)c1ccc2c(c1)Cc1cc([N+](=O)[O-])ccc1-2 (configuration not stated)	2	2.1	-7	1	x	22
5	-5	126	14	0	COC(=O)C1CCN(S(=O)(=O)CCNC(=O)c2cccc(OC)c2)CC1	20	-1.2	-3	-2	-23	7
26	-26	110	7	0	Cc1cc2c(cc1S(=O)(=O)NCc1ccc(Cl)cc1)OCC(=O)N2	2	-0.3	3	x	-8	x
21	-21	111	-3	1	CCOc1ccc(NC(=O)CSc2nnc(Cn3cnc([N+](=O)[O-])n3)n2CC)cc1	11	0.4	-1	-2	21	-1
-6	6	90	-1	7	O=C(O)/C=C\c1ccccc1Oc1cccc(Cl)c1	43	-0.4	3	-4	145	1
-8	8	105	-9	-8	CN(Cc1ccccn1)C(=O)CC1C(=O)NCCN1Cc1cccc(Oc2ccccc2)c1 (configuration not stated)	2	0.7	-7	-1	-15	-10
-1	1	x	0	-1	COc1ccc(NC(=O)CN2C(=O)NC(C)(C3CC3)C2=O)cc1S(=O)(=O)N1CCCCC1 (configuration not stated)	15	1.7	-3	31	-9	-11
x	x	93	-9	-11	COC(=O)c1c(C)[nH]c(C(=O)C(C)OC(=O)C2=NNC(=O)CC2)c1C (configuration not stated)	-4	-2.5	2	2	282	-2
8	-8	105	-5	11	Cc1ccc(OCCN2CCN(C(=O)CCC(=O)Nc3nnc(C(C)C)s3)CC2)cc1	-3	-1.1	-6	1	20	-3
-8	8	113	-5	-11	CN(c1ccc(OCC(=O)OCC(=O)Nc2c(F)c(F)c(F)c(F)c2F)cc1)S(=O)(=O)c1ccc(F)cc1	4	-5.4	-3	-1	2	7
-6	6	129	3	1	CCOc1ccccc1C1CC(c2cccc(NS(C)(=O)=O)c2)=NN1C(=O)c1ccccc1 (configuration not stated)	3	0.8	-13	-1	-5	5
5	-5	92	5	-2	C=CCS/C(N)=N\N=C\c1cc(Br)cc([N+](=O)[O-])c1O	4	0.0	4	x	-9	3
-5	5	x	4	-7	CCN1CCN(c2ccc(S(=O)(=O)N3CCOCC3)cc2NC(=O)c2ccc(C)cc2C)CC1	-3	1.2	-7	4	3	11
-28	28	110	5	7	COc1ccccc1N1CCN(C(=O)c2ccc3nc[nH]c3c2)CC1	3	-1.9	1	-1	6	7
-2	2	100	-6	-5	COc1ccc(CC(=O)c2ccc(O)cc2O)cc1	5	0.8	-4	x	-2	47
63	-63	94	-10	0	COc1ccccc1NS(=O)(=O)c1cc(NC(=O)Nc2cccc(C)c2)ccc1N1CCCCC1	18	1.2	11	-3	-14	-14
10	-10	126	-13	-3	Cc1cc(=O)c(C(=O)O)c(C)n1-c1ccccc1	2	0.6	1	-31	x	6
38	-38	94	-12	-2	COc1ccccc1C1=NOC(CN2C(=O)c3ccccc3S2(=O)=O)C1 (configuration not stated)	26	1.4	-10	x	-9	104*
-15	15	107	-1	-5	c1ccc2c(C3=NNC(=NC4CC4)SC3)c[nH]c2c1	-3	-3.2	-6	3	-2	-37
0	0	99	-18	-5	CS(=O)(=O)n1nc(-c2cccnc2)nc1NCc1ccccc1	-23	4.9	-6	1	5	0
-21	21	100	-16	-6	Cc1cc(Cl)ccc1Oc1ccccc1C(=O)CC#N	10	-0.6	-8	4	-11	12
15	-15	96	3	1	O=C(NC1CCCCC1)C(c1ccc(O)c(O)c1)N(C(=O)Cn1nnc2ccccc21)c1cccc(O)c1 (configuration not stated)	3	2.3	32*	-3	-9	-20
-3	3	95	1	0	CCN1C(=O)CSc2ccc(C(=O)NCc3ccco3)cc21	29	0.4	3	-3	35	-7
-3	3	102	-10	4	[O-]/C(=C(\C(=S)NCCN1CCOCC1)[n+]1ccccc1)c1ccc(Cl)s1	-32	0.9	-6	14	9	-7
9	-9	111	-16	-16	CN1CCN(c2ccc(S(=O)(=O)N3CCCCC3)cc2NC(=O)COc2ccc(F)cc2)CC1	-6	-1.1	-2	2	-4	10
-39	39	111	-8	5	CC(C(=O)N1CCOCC1)N1C(=O)c2ccccc2C1=O (configuration not stated)	-11	-2.1	1	9	18	4
4	-4	96	-11	-10	O=S(=O)(Nc1ccc(Br)cc1)c1cccc2cccnc12	-5	-1.0	2	1	2	-10
-7	7	98	-1	6	CC(C)CCN1C(Nc2ccccc2)=NC[C@@H]1CC(C)C	-6	-0.5	-2	x	-12	2
3	-3	103	4	5	CCOc1ccc(N(CC(=O)N/N=C/c2cc(Br)c(C)o2)S(C)(=O)=O)cc1	-5	0.6	-7	0	-1	1
26	-26	95	-5	-2	Cc1ccc(NC2=CC(=O)CC(c3ccc(Cl)cc3)C2)cc1 (configuration not stated)	4	2.5	3	-2	13	-6
x	x	102	-3	-2	CCN1CCN(CC(=O)Nc2ccc(Cl)c(S(=O)(=O)N(C)C)c2)CC1	-7	3.8	-5	15	-14	0
-38	38	103	7	-2	O=C1CC(C(=O)Nc2nccs2)C(c2ccccc2)O1 (configuration not stated)	1	2.6	-2	0	-10	2
-6	6	107	-6	-5	COCCN(C(C)=O)c1nnc(-c2ccccn2)s1	9	0.8	-10	0	x	x
17	-17	94	4	-11	CCCN1CCN(C(=O)c2ccc(-c3ccc([N+](=O)[O-])cc3)o2)CC1	30	1.7	-8	x	-9	12
16	-16	105	-4	7	CNC(=S)N(Cc1cc2cc(OC)c(OC)cc2[nH]c1=O)C1CCCC1	-22	-1.0	-16	2	-4	4
-24	24	104	-1	-1	CCC(C)(C)NC(=O)COc1ccc(OCc2ccccc2)cc1	15	-0.1	-10	-6	10	-3
-13	13	125	-9	2	Cc1[nH]c2ccccc2c(=O)c1SC(F)(F)C(F)C(F)(F)F (configuration not stated)	2	1.6	1	-3	4	-11
-6	16	88	-4	-9	CCN1C(=O)C(CC(=O)Nc2ccc(F)cc2)N(Cc2ccc3c(c2)OCO3)C1=S (configuration not stated)	33	1.2	-9	-2	-6	2
19	-19	103	7	0	[O-][n+]1c2ccccc2c2n1CCN=C2c1ccc(Cl)cc1	2	-0.4	-10	x	11	0
-7	7	x	-5	2	Cc1cc(C(=O)N2CCN(c3ccc(C(F)(F)F)cn3)CC2)c(C)o1	-15	-0.8	-10	2	4	-6

In a second layout: 3 of the compounds above.
canonical_smiles: Cc1[nH]c2ccccc2c(=O)c1SC(F)(F)C(F)C(F)(F)F (configuration not stated)
  SR-BI HDL uptake = -13
  SR-BI DiI-HDL act = 13
  DSG3 Ab inh = 125
  PKA-R2B activ = -9
  PKA-R1A activ = 2
  Arrestin-AP2 inh = 2
  CDK5 inh = 1.6
  dFosB activator = 1
  NSD2 inh = -3
  SUMO Mot1 rescue = 4
  MITF act = -11
canonical_smiles: CCN1C(=O)C(CC(=O)Nc2ccc(F)cc2)N(Cc2ccc3c(c2)OCO3)C1=S (configuration not stated)
  SR-BI HDL uptake = -6
  SR-BI DiI-HDL act = 16
  DSG3 Ab inh = 88
  PKA-R2B activ = -4
  PKA-R1A activ = -9
  Arrestin-AP2 inh = 33
  CDK5 inh = 1.2
  dFosB activator = -9
  NSD2 inh = -2
  SUMO Mot1 rescue = -6
  MITF act = 2
canonical_smiles: CC(C(=O)N1CCOCC1)N1C(=O)c2ccccc2C1=O (configuration not stated)
  SR-BI HDL uptake = -39
  SR-BI DiI-HDL act = 39
  DSG3 Ab inh = 111
  PKA-R2B activ = -8
  PKA-R1A activ = 5
  Arrestin-AP2 inh = -11
  CDK5 inh = -2.1
  dFosB activator = 1
  NSD2 inh = 9
  SUMO Mot1 rescue = 18
  MITF act = 4

Screens from PubChem BioAssay.
